High-throughput results as filed in PubChem.
LDHA inh = blocks human lactate dehydrogenase A; P00338; purified LDHA, NADH/diaphorase-resazurin fluorescence; active compounds read low; activity change, % (values are at about 110 or 230 µM); 480,000 tested, 0.15% active; AID 1347041; in the data active = activity change below about -30%; inconclusive = mostly about -25% to -30%;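 also: plate controls were DMSO wells for no effect and wells without enzyme for full effect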
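LDH5 2 nM; NADH 0.06 mM, pyruvate 0.2 mM; 200 mM Tris pH 7.4, EDTA, Tween-20; 5 min RT. Detection: diaphorase 0.133 mg/mL + resazurin 37 µM, fluorescence ex540/em590 at 0 and 20 min; normalized to enzyme-free and DMSO wells.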
rTrxR1 inhibitor = inhibitors of rat thioredoxin reductase 1; 390,000 tested, 1% active; O89049; recombinant rTrxR1, NADPH fluorescence consumption, selenite substrate; Potency, µM (top dose mostly 114 µM), for inactives: at the top dose activity change, negative = inhibition, usual class: inhibitors; also: potency is read from the fitted curve at half-maximal effect; % is scaled to controls: 0 for no effect and ±100 for the full control effect; nearly all actives have a fitted effect of over 65% in size
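Rat TrxR1 (90 nM in the dispensed reagent) was pre-reduced with 400 uM NADPH for 5 min at room temperature, then incubated with compound for 15 min. After 400 uM selenite was added, NADPH fluorescence (Ex 340/Em 450 nm) was followed for 8 min.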
RGS4 inh = blocks human RGS4-accelerated GTP hydrolysis. Transcreener GDP fluorescence polarization, RGS4-accelerated GTP hydrolysis. Potency, µM (doses to about 114 µM), for the others: top-dose activity change, negative = inhibition, usual class: inhibitors. 390,000 tested, 0.039% active; also: potency is read from the fitted curve at half-maximal effect; % is scaled to controls: 0 for no effect and ±100 for the full control effect; nearly all actives have a fitted effect of over 75% in size; some results filed as inactive show a strong effect at the top dose
Target sequence (P49798 whole entry, looked up): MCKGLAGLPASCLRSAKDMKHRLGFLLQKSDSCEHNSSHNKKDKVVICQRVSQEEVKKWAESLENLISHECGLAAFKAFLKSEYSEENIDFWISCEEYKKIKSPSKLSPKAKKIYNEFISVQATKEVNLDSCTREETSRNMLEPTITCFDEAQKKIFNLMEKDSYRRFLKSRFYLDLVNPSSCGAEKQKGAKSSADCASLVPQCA
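MLSMR compounds (23 nl, pin-transferred) preincubated 10 min at room temperature with a 500nM (2x) first reagent, then RGS4 at 900nM (2x) plus Transcreener GDP mix added; fluorescence polarization (620/688 nm) read before and after 90 min at 30 °C.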
Vif-APOBEC3F blk = Vif-A3F binding inhibition; HeLa A3F-eYFP + Vif (tagged APOBEC3F with the HIV-1 protein that degrades it), YFP fluorescence increase; 390,000 tested, 0.2% active; AID 602313; Potency, µM (titrated, usually from 46.1 µM), for the others: at the top dose activity, negative = active; also: potency is read from the fitted curve at half-maximal effect; % of control where 0% means no effect; nearly all actives have a fitted effect of over 65% in size
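HeLa cells stably expressing A3F-eYFP plus Vif, plated and incubated overnight at 37 deg C, then exposed to compounds overnight at 37 deg C. Blocked degradation read as raised yellow fluorescence (Ex 488/Em 500-530).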
TrxR1 substrate = substrates of rat thioredoxin reductase 1; Potency, µM (titrated, usually from 114 µM), for the others: at the highest dose activity change, negative = substrate turnover; 390,000 tested, 0.01% active; AID 588456; O89049; purified TrxR1 substrate turnover, NADPH consumption readout; also: potency is read from the fitted curve at half-maximal effect; % is scaled to controls: 0 for no effect and ±100 for the full control effect; nearly all actives have a fitted effect of over 50% in size
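Rat TrxR1, dispensed at 90 nM, was prereduced with 400 uM NADPH (final) for 5 min at ~22 deg C, then incubated with compound 15 min before 400 uM selenite. A first-read NADPH fluorescence drop versus no-compound background flagged substrates.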
Vif-APOBEC3G blk = blocks the Vif interaction with human APOBEC3G | Q9HC16 | 410,000 tested, 0.076% active | HeLa A3G-eYFP + Vif (tagged APOBEC3G with the HIV-1 protein that degrades it), YFP fluorescence, overnight | Potency, µM (doses to about 46.1 µM), inactives show at the highest dose activity, negative = active, most hits filed as inhibitors | AID 602310;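 also: potency is read from the fitted curve at half-maximal effect; % is scaled to controls: 0 for no effect and ±100 for the full control effect; nearly all actives have a fitted effect of over 60% in size; hits raise eYFP signal because A3G escapes Vif-driven loss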
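Read-out is eYFP fluorescence (Ex 488/Em 500-530) from Vif-expressing HeLa A3G-eYFP cells; more signal means A3G escaped Vif-mediated degradation. Cells plated overnight, compound pinned in, incubated overnight at 37 deg C.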
IDH1 R132H inh = inhibitors of human mutant IDH1 R132H; 390,000 tested, 0.093% active; AID 602179; Potency, µM (doses to about 76.6 µM), inactives show top-dose activity change, negative = inhibition, hits mostly inhibitors; IDH1-R132H enzyme, NADPH consumption, diaphorase/resazurin fluorescence; also: potency is read from the fitted curve at half-maximal effect; % is scaled to controls: 0 for no effect and ±100 for the full control effect; nearly all actives have a fitted effect of over 65% in size
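IDH1-R132H (0.5 ug/mL dispensed) in pH 7.5 Tris buffer was preincubated 30 min with compound, then given a substrate mix of 0.016 mM NADPH and 2 mM alpha-KG for 80 min at room temperature; remaining NADPH was read by diaphorase/resazurin fluorescence.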
Glioma ERSR ind = inducers of ER stress response in human glioma cells; 420,000 tested, 0.02% active; AID 602332; Potency, µM, for inactives: top-dose activation, most hits filed as activators; U87-MG GRP78 promoter luciferase reporter, 16 h; also: potency is read from the fitted curve at half-maximal effect; series mostly up to about 76 µM; % of control where 0% means no effect; nearly all actives have a fitted effect of over 35% in size
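ERSR induction read as luciferase luminescence (Bright-Glo, 10 min at room temperature) in stably transfected human U87-MG glioma cells exposed to compounds for 16 h, using GRP78 as sensor.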
USP1 inh = USP1/UAF1 (human) deubiquitinase inhibition; O94782; recombinant USP1/UAF1, Ub-Rhodamine cleavage fluorescence; Potency, µM (series often up to 57.1 µM), without a hit: at the top dose activity change, negative = inhibition, actives largely listed as inhibitors; 390,000 tested, 0.23% active; AID 743255; also: potency is read from the fitted curve at half-maximal effect; % is scaled to controls: 0 for no effect and ±100 for the full control effect; nearly all actives have a fitted effect of over 60% in size; inactives centre near -12
Target sequence (O94782 whole entry, looked up): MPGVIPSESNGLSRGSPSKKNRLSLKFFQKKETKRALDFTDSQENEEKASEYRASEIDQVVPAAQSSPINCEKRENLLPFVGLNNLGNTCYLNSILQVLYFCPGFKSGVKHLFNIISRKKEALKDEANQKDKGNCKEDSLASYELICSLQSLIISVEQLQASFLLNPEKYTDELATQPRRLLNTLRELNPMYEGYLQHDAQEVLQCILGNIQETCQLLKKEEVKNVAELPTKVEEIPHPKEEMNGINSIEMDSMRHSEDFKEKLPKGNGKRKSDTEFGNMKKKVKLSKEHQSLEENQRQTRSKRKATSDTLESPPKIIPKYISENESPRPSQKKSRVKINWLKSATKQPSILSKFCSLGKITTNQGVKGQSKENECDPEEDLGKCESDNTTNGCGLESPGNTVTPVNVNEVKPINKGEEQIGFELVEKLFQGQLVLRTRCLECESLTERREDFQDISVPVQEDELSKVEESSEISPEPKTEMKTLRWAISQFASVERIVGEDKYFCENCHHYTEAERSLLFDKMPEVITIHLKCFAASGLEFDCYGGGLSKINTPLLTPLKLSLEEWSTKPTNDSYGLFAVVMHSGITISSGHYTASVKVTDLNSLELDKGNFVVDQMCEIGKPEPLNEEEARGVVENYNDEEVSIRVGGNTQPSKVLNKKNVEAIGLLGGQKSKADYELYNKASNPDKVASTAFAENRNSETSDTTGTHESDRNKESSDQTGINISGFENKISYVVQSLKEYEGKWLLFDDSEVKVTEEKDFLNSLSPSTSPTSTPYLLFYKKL
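In this screen, compounds sit with the deubiquitinase complex (1nM) for 15 min at room temperature before Ub-Rho is added at 150nM final. Fluorescence rise is then followed for 6 reads every 60 seconds.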
An asterisk follows results filed as active; & = joins results of further samples; [ ] = remark or other dose. Unless noted, calls follow the shape of the dose curve; as a rule, active = well fitted curve in the direction sought with a large enough effect; inconclusive = small, poorly fitted or top-dose-only effect, or another doubt; inactive = no such curve, though single readings can be large; an effect the other way counts as inactive or inconclusive. Only part of the results is shown (hit frequency here may not be typical).

The opening 2 compounds, to show the layout:
`C/C(=C\C(=O)c1ccc(Br)cc1)NNC(=O)c1ccc(O)cc1` gave LDHA inh -8, rTrxR1 inhibitor -11%, RGS4 inh 10%, Vif-APOBEC3F blk -12%, TrxR1 substrate -10%, Vif-APOBEC3G blk 2%, IDH1 R132H inh 3%, Glioma ERSR ind 14% and USP1 inh -6%.
Screening Cc1ccc(-n2c(C)cc(C)c(C#N)c2=O)cc1C returned LDHA inh -6, rTrxR1 inhibitor 8%[57.1 µM], RGS4 inh 6%, Vif-APOBEC3F blk -12%, TrxR1 substrate 0%[57.1 µM], Vif-APOBEC3G blk 6%, IDH1 R132H inh 13%, Glioma ERSR ind 0% and USP1 inh -8%.

The list itself, previewed entries included:
`C/C(=C\C(=O)c1ccc(Br)cc1)NNC(=O)c1ccc(O)cc1` gave LDHA inh -8, rTrxR1 inhibitor -11%, RGS4 inh 10%, Vif-APOBEC3F blk -12%, TrxR1 substrate -10%, Vif-APOBEC3G blk 2%, IDH1 R132H inh 3%, Glioma ERSR ind 14% and USP1 inh -6%.
Screening Cc1ccc(-n2c(C)cc(C)c(C#N)c2=O)cc1C returned LDHA inh -6, rTrxR1 inhibitor 8%[57.1 µM], RGS4 inh 6%, Vif-APOBEC3F blk -12%, TrxR1 substrate 0%[57.1 µM], Vif-APOBEC3G blk 6%, IDH1 R132H inh 13%, Glioma ERSR ind 0% and USP1 inh -8%.
`O=C(CCC(=O)N1CC2CCCN2c2ccccc21)NCc1ccccc1` (stereo not given) gave LDHA inh -4, rTrxR1 inhibitor 11%[57.1 µM], RGS4 inh 1%, Vif-APOBEC3F blk 4%, TrxR1 substrate -4%[57.1 µM], Vif-APOBEC3G blk 1%, IDH1 R132H inh 0%, Glioma ERSR ind -5% and USP1 inh -21%.
For COc1ccc(C2=NN(c3ccc(C(=O)O)cc3)C(c3ccc(OC)c(OC)c3)C2)cc1 (stereo not given) the results were LDHA inh -3, rTrxR1 inhibitor 360%[activator], RGS4 inh -41%, Vif-APOBEC3F blk 3%, TrxR1 substrate 533%[activator], Vif-APOBEC3G blk -7%, IDH1 R132H inh 4%, Glioma ERSR ind 8% and USP1 inh -24%.
O=C(CNC(=O)c1ccc(F)cc1)N/N=C/c1cccnc1 was read as LDHA inh -8, rTrxR1 inhibitor 12%, RGS4 inh -11%, Vif-APOBEC3F blk -1%, TrxR1 substrate -3%, Vif-APOBEC3G blk 2%, IDH1 R132H inh -6%, Glioma ERSR ind -3% and USP1 inh -8%.
`O=C(Cc1cccc2ccccc12)Nc1cc(Cl)ccc1C(=O)O` gave LDHA inh -10&1, rTrxR1 inhibitor 16%, RGS4 inh 1%, Vif-APOBEC3F blk 0%, TrxR1 substrate 4%, Vif-APOBEC3G blk -8%, IDH1 R132H inh 6%, Glioma ERSR ind 2% and USP1 inh -19%.
`COc1ccccc1Cn1c(-c2ccccc2OC)nc2ccccc21` gave LDHA inh 3, rTrxR1 inhibitor 26%[57.1 µM], RGS4 inh -6%, Vif-APOBEC3F blk 0%, TrxR1 substrate 0%[57.1 µM], Vif-APOBEC3G blk -1%, IDH1 R132H inh 0%, Glioma ERSR ind -6% and USP1 inh -20%.
Screening Cc1ccccc1-n1ccnc1SCC(=O)NC1CCCC1 returned LDHA inh 0, rTrxR1 inhibitor 9%, RGS4 inh -16%, Vif-APOBEC3F blk -13%, TrxR1 substrate 3%, Vif-APOBEC3G blk 1%, IDH1 R132H inh 11%, Glioma ERSR ind -2% and USP1 inh -19%.
For Cc1ccc(-n2nc3c(n2)/C(=N/O)CC/C3=N\O)cc1 the results were LDHA inh -5, rTrxR1 inhibitor -5%, RGS4 inh 11%, Vif-APOBEC3F blk -3%, TrxR1 substrate -5%, Vif-APOBEC3G blk -1%, IDH1 R132H inh -10%, Glioma ERSR ind -6% and USP1 inh -13%.
`Cc1c(N2C(=O)/C(=C3\C(=O)N(CC(=O)O)c4ccccc43)SC2=S)c(=O)n(-c2ccccc2)n1C` gave LDHA inh 11, rTrxR1 inhibitor inconclusive, RGS4 inh inconclusive, Vif-APOBEC3F blk -12%, TrxR1 substrate -7%, Vif-APOBEC3G blk inconclusive, IDH1 R132H inh 3%, Glioma ERSR ind 4% and USP1 inh -28%.
O=C(CCNC(=O)Cn1ccc2ccccc2c1=O)NCCCN1CCN(c2ccccc2F)CC1 was read as LDHA inh -6, rTrxR1 inhibitor -10%, RGS4 inh 6%, Vif-APOBEC3F blk 4%, TrxR1 substrate -5%, Vif-APOBEC3G blk 1%, IDH1 R132H inh 5%, Glioma ERSR ind -2% and USP1 inh -5%.
For Cc1ccc(-c2cc(C(=O)OCC(=O)Nc3ncc(C(F)(F)F)cc3Cl)c3ccccc3n2)cc1 the results were LDHA inh -4, rTrxR1 inhibitor -6%, RGS4 inh 23%, Vif-APOBEC3F blk -2%, TrxR1 substrate -1%, Vif-APOBEC3G blk 0%, IDH1 R132H inh -4%, Glioma ERSR ind -3% and USP1 inh -8%.
Screening O=C1NC2(CCCCC2)Cc2ccccc21 returned LDHA inh -3, rTrxR1 inhibitor 13%, RGS4 inh -27%, Vif-APOBEC3F blk 1%, TrxR1 substrate -7%[57.1 µM], Vif-APOBEC3G blk -4%, IDH1 R132H inh 4%, Glioma ERSR ind -1% and USP1 inh -5%.
Cc1ccc(C(=O)NC(N2CCCC2)C(Cl)(Cl)Cl)cc1 (stereo not given) was read as LDHA inh -3, rTrxR1 inhibitor -2%, RGS4 inh 28%, TrxR1 substrate 4%, Vif-APOBEC3G blk -8%, IDH1 R132H inh 8%, Glioma ERSR ind 2% and USP1 inh -8%.
Screening O=C1NC2(CCCC2)N=C1c1ccc(Cl)cc1 returned LDHA inh -4, rTrxR1 inhibitor 18%, RGS4 inh -6%, Vif-APOBEC3F blk -7%, TrxR1 substrate 9%, Vif-APOBEC3G blk 2%, IDH1 R132H inh 8%, Glioma ERSR ind 1% and USP1 inh -17%.
For CNS(=O)(=O)c1cccc(C(=O)OCC(=O)c2c(N)n(C)c(=O)n(C)c2=O)c1 the results were LDHA inh -4, rTrxR1 inhibitor 14%, RGS4 inh 10%, Vif-APOBEC3F blk -17%, TrxR1 substrate 2%, Vif-APOBEC3G blk 5%, IDH1 R132H inh 2%, Glioma ERSR ind 2% and USP1 inh -15%.
`COc1ccc(S(=O)(=O)N2CCN(C(=O)c3ccco3)CC2)cc1C(C)(C)C` gave LDHA inh -2, rTrxR1 inhibitor 2%, RGS4 inh 29%, Vif-APOBEC3F blk 2%, TrxR1 substrate -3%, Vif-APOBEC3G blk 4%, IDH1 R132H inh 1%, Glioma ERSR ind -4% and USP1 inh 3%.
Screening O=c1n(Cc2cccc(F)c2)c2ccccc2c2nc(-c3ccccc3)nn12 returned LDHA inh -18, rTrxR1 inhibitor 15%, RGS4 inh 7%, Vif-APOBEC3F blk 2%, TrxR1 substrate 0%, Vif-APOBEC3G blk 2%, IDH1 R132H inh -19%, Glioma ERSR ind -5% and USP1 inh -12%.
`O=C(COc1cccc(Oc2ccccc2)c1)Nc1ncccn1` gave LDHA inh -2, rTrxR1 inhibitor 50%[activator], RGS4 inh -4%, Vif-APOBEC3F blk 4%, TrxR1 substrate 19%, Vif-APOBEC3G blk 2%, IDH1 R132H inh 1%, Glioma ERSR ind 5% and USP1 inh -6%.
For Cc1ccc(C(CCN(Cc2ccccc2)C(=O)c2ccco2)c2ccco2)cc1 (stereo not given) the results were LDHA inh -1, rTrxR1 inhibitor -66%, RGS4 inh inconclusive, Vif-APOBEC3F blk 1%, TrxR1 substrate -22%[57.1 µM], Vif-APOBEC3G blk 6%, IDH1 R132H inh 7%, Glioma ERSR ind -1% and USP1 inh -19%.
CC1CCN(C(=O)c2ccc(NS(C)(=O)=O)cc2)CC1 was read as LDHA inh -3, rTrxR1 inhibitor 1%[57.1 µM], RGS4 inh -4%, Vif-APOBEC3F blk -15%, TrxR1 substrate 2%[57.1 µM], Vif-APOBEC3G blk 0%, IDH1 R132H inh 12%, Glioma ERSR ind -1% and USP1 inh -4%.
Screening O=C(COC(=O)c1cn(-c2ccccc2)nc1-c1ccc(F)cc1)Nc1ncc(Cl)cc1Cl returned LDHA inh 4, rTrxR1 inhibitor 14%[57.1 µM], RGS4 inh -40%, Vif-APOBEC3F blk inconclusive, TrxR1 substrate -10%[57.1 µM], Vif-APOBEC3G blk 1%, IDH1 R132H inh 10%, Glioma ERSR ind 2% and USP1 inh -11%.
For Cc1ccc(S(=O)(=O)NCC(=O)OCC(=O)N(C)C2CCS(=O)(=O)C2)cc1 (stereo not given) the results were LDHA inh 1, rTrxR1 inhibitor -13%, RGS4 inh -9%, Vif-APOBEC3F blk 6%, TrxR1 substrate -7%, Vif-APOBEC3G blk 0%, IDH1 R132H inh 2%, Glioma ERSR ind -3% and USP1 inh -6%.
Screening COc1ccc(S(=O)(=O)Nc2cc(C(=O)NCCCN3CCOCC3)ccc2N2CCOCC2)cc1 returned LDHA inh -8, rTrxR1 inhibitor 8%, RGS4 inh 12%[56.9 µM], Vif-APOBEC3F blk 0%, TrxR1 substrate -6%, Vif-APOBEC3G blk 0%, IDH1 R132H inh -12%, Glioma ERSR ind -5% and USP1 inh -17%.
